# Bioassay records from PubChem.
# 14-3-3 Bad inh = disrupts binding of bovine 14-3-3 zeta to phospho-Bad peptide; TR-FRET 14-3-3zeta/Dy647-pBad peptide displacement, 1 h; hit rate 0.71% among 220,000; inhibition, % at 21.7 µM;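 active = inhibition above about 70%, limit read from the data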;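 also: 0% = full 14-3-3 plus peptide FRET controls and 100% = background without 14-3-3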
# FXIa inh 1536 = inhibitors of human coagulation factor XIa; P03951; purified FXIa, Boc-Glu-Ala-Arg-AMC fluorogenic substrate; inhibition, % at 5 µM; hit rate 0.14% among 220,000; AID 798;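 active = inhibition of at least 40%; inactive = inhibition below 40%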;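 also: fluorescence of freed AMC excited at 355 nm; 0% = enzyme without compound and 100% = no enzyme blank; many of its hits are not listed in these tables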
# Target sequence (P03951 19-387 limits assumed): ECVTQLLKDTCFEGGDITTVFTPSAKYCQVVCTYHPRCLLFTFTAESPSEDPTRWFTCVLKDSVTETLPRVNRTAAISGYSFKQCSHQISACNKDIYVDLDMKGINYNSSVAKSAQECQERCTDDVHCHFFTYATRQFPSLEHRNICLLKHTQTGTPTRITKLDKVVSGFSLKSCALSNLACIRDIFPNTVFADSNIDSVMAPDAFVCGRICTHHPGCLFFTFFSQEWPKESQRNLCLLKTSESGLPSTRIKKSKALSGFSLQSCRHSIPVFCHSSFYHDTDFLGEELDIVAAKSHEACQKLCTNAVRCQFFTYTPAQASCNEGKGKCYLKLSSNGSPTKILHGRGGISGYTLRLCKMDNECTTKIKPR
# Target sequence (P03951 388-625 limits assumed): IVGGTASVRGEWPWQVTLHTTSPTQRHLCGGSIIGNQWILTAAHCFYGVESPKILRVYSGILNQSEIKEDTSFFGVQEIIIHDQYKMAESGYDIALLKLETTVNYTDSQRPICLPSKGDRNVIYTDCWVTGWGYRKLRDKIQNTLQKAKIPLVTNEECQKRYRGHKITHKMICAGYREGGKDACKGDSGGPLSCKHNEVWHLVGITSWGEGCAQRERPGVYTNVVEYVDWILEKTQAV
# FXIIa inh = inhibitors of human coagulation factor XIIa; P00748; purified FXIIa, Boc-QGR-AMC fluorogenic substrate, 2 h; inhibition, % at 5 µM; hit rate 0.3% among 220,000; AID 800; in the data active = inhibition above about 40%;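 also: 0% = enzyme with no compound and 100% = blank without enzyme; many of its hits are not listed in these tables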
# Runt-SMMHC FRET = inhibitors of human RUNX1 Runt domain binding to CBFb-SMMHC; Q01196+Q13951; Cerulean-Runt/Venus-CBFb-SMMHC FRET ratio 530/480, 1 h; inhibition, % at 20 µM; hit rate 0.74% among 220,000; AID 1434;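 active = mean inhibition across duplicate retests at 20 µM reaching about 50%, limit read from the data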;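 also: 0% = DMSO wells and 100% = wells with excess untagged CBFb-SMMHC; inhibitors lower the FRET ratio by blocking Runt binding to CBFb-SMMHC; some results filed as inactive read as strong as hits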
# Wee1 stabilizer = human Wee1 degradation inhibition, primary screen; hit rate 1.2% among 220,000; reporter increase, % at 5 µM; AID 1321; P30291; HeLa Luc-Wee1K328M stability, luciferase luminescence; 100% = proteasome inhibitor MG132 effect;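 active = activation above the mean of all tested compounds plus 3 SD, set per screening run, cut at about 8.8% in these data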;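 also: cells exposed to compound for 20 h before luminescence read; 0% = DMSO alone and 100% = MG132 at 30 µM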
# hK5 inh = inhibitors of human kallikrein 5 | Q9Y337 | recombinant hK5, fluorogenic AMC substrate cleavage | inhibition, % at 5 µM | hit rate 0.59% among 210,000;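 active = inhibition of 40% or more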;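 also: 0% = enzyme controls without compound and 100% = no-enzyme blanks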
# Target sequence (Q9Y337 67-293 limits assumed): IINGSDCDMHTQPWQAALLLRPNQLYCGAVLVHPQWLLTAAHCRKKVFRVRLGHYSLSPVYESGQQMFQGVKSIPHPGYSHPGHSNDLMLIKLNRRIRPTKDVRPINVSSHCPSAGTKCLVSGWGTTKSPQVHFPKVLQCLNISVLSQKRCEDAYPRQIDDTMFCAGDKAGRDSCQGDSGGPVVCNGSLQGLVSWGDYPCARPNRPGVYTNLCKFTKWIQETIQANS
# Runt-CBFb FRET = inhibitors of human RUNX1 Runt domain binding to CBFb; hit rate 0.46% among 220,000; Cerulean-Runt/Venus-CBFb FRET ratio 530/480, 1 h; Q01196+Q13951; AID 1496; inhibition, % at 20 µM;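 active = inhibition over about 50% at 20 µM in the single-dose screen, limit read from the data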;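 also: 0% = DMSO wells and 100% = excess unlabeled CBFb competitor control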
#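 Assay system: Cerulean-Runt domain fusion protein, energy donor; Signal: fluorescence energy transfer, 422 nm excitation, 530/480 nm emission; Timing: 1 h compound exposure, room temperature; Control set: unlabeled CBFb; Medium: Tris buffer pH 7.5 with salts and BSA; Compound: single test concentration of 20 µM, 1% DMSO final; Probe or stimulus: Venus-CBFb 100 nM.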
# Hck-Nef inh = blocks Nef-activated human Hck kinase. P08631. Recombinant Hck-YEEI plus Nef, Z-Lyte FRET kinase assay. inhibition, % at 20 µM. hit rate 0.68% among 220,000. AID 463187;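 active = Hck-Nef kinase inhibition above about 50%, limit read from the data; inactive = inhibition below that limit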;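 also: 0% = DMSO with Hck plus Nef and 100% = Hck alone without Nef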
# thrombin 1536 = thrombin (human) inhibition | P00734 | alpha-thrombin, Boc-VPR-AMC fluorogenic substrate cleavage | inhibition, % at 5 µM | hit rate 0.26% among 220,000 | AID 1046;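 active = inhibition at or above 40%; inactive = inhibition below 40%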;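 also: 0% = enzyme with no compound and 100% = wells without enzyme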
#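 Test system: human alpha-thrombin; medium: pH 7.5 Tris-saline with Tween 20; times: reaction at room temperature; signal: AMC fluorescence at 355 nm excitation and 460 nm emission; also added: Boc-VPR-AMC substrate, 15 µM final; dosing: one concentration per compound, 5 µM, with 0.2% DMSO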
# The depositor's hits bear a star; . = no result given; [ ] = remark or other dose. Compounds as they come; about 4.2% have a hit in one of these screens.
mol	14-3-3 Bad inh	FXIa inh 1536	FXIIa inh	Runt-SMMHC FRET	Wee1 stabilizer	hK5 inh	Runt-CBFb FRET	Hck-Nef inh	thrombin 1536
Clc1ccc(-c2nnc(C3CCCCC3)o2)cc1	-11	2	11	-2	3	-9	1	0	-10
O=C(O)CCCC(=O)Nc1ccc(-n2ccc(C(F)(F)F)n2)cc1	0	-3	9	1	-3	-2	3	16	-3
CCC(C)NC(=O)CCC(=O)NNc1nc2ccccc2c2nc(C)nn12 (stereo not drawn)	-7	8	4	-3	-4	-12	0	4	-5
Cc1cc(NC(=O)CN2CCCCC2C)no1 (stereo not drawn)	59	3	11	1	0	2	3	1	3
O=S(=O)(c1cccc(C(F)(F)F)c1)N1CCC(O)(c2cccnc2)CC1	-5	-1	14	0	8	-11	-2	1	-7
CC(=O)N(CN1C(=O)c2ccccc2C1=O)c1cccc(C)c1	4	3	15	-2	-1	-10	-2	4	-12
CCC(CC)Nc1ccc(C(CC(N)=O)NC(=O)Cc2ccc(Br)cc2)cc1[N+](=O)[O-] (stereo not drawn)	4	5	9	-11	.	4	-9	24	3
CC(=O)c1cc(C#N)c(N(C)Cc2ccccc2)nc1C	1	-7	1	-1	0	-10	-3	3	-5
N#C/C(=C\c1cn(Cc2ccccc2F)c2ccccc12)C(=O)NCc1ccco1	-22	6	13	60	0	3	-110	4	5
C=C1CSc2nc(=O)c3c(C)c(C)sc3n21	11	0	12	1	1	-9	-2	11	-2
N#Cc1c(N2CCOCC2)nsc1-c1ccccc1	-2	2	2	-10	-1	-1	0	12	-7
C/C(=N/Oc1nc(C)cc(C)n1)c1ccc(F)cc1	-3	3	13	0	0	-9	2	0	2
CN(c1ccccc1C(N)=O)S(=O)(=O)c1ccccc1	5	4	6	-5	1	16	-7	16	2
Cc1cc(Nc2ccccc2C(=O)O)nc2nc3ccccc3c(=O)n12	-5	-9	10	-15	0	-22	-1	0	0
O=C(O)c1cc([N+](=O)[O-])ccc1N1CCC(Cc2ccccc2)CC1	8	8	12	-9	0	-7	-6	4	-13
CCCCc1c(C)nc2cc(-c3ccco3)[nH]n2c1=O	8	4	5	1	6	-7	5	-9	-6
O=C(CSc1nc(-c2ccccc2Cl)ns1)NCc1ccc2c(c1)OCO2	5	8	7	3	-4	-2	2	-2	-2
O=C1C(=O)N(Cc2cccc([N+](=O)[O-])c2)c2ccccc21	3	4	8	-2	-2	-10	-5	6	-4
COc1ccc(NS(=O)(=O)c2ccc(Cl)c(C(=O)O)c2)cc1S(=O)(=O)N1CCCCC1	-9	0	11	-4	0	-5	2	22	2
COC(=O)CSc1nccc(-c2ccc(F)cc2)c1C#N	-2	-8	-3	-2	-1	-38	0	1	-4
CCn1c(=NC(=O)CSC(C)=O)sc2ccccc21	2[fluorescence artefact?]	-2	16	2	-1	-3	1	-1	2
CCOc1ccc(-n2c(C)cc(/C=N/Nc3nc(C)cc(=O)[nH]3)c2C)cc1	-7	2	9	1	3	-5	-1	26	0
COc1ccc(-n2nnnc2SCC(=O)NCc2cccs2)cc1	-1	2	8	0	2	5	-1	14	4
CCCc1nc(SCC(=O)N2CCCC2)c2ccccc2n1	10[fluorescence artefact?]	3	3	1	0	-2	0	-2	5
O=C(Nc1ccc2c(c1)oc1ccccc12)C1CC1	3	-8	8	4	7	-14	0	1	1
CN(Cc1cccnc1)C(=O)CC1C(=O)NCCN1Cc1ccc(-c2ccccc2)cc1 (stereo not drawn)	-17	-4	4	-1	-2	-1	-2	22	-4
Fc1cc(NC(=S)NCc2ccc(CNC(=S)Nc3ccc(Cl)c(F)c3)cc2)ccc1Cl	22	1	11	-4	-2	-2	1	24	-2
O=C(NCc1ccc(-c2nc3ccccc3s2)cc1)c1cc2ccccc2o1	19[fluorescence artefact?]	6	14	-2	-1	4	1	0	-3
COc1ccccc1/C=N/NC(=O)CSc1cc(C)nc2ccccc12	-11	-4	8	.	2	0	.	25	12
COc1ccc(CNc2nc3ccccc3n2CCN2CCCCC2)c(OC)c1	2	11	22	-5	2	-5	-3	3	3
Cc1ccc(CNC(=O)/C=C/C(=O)O)cc1	-16	2	8	-3	-1	2	-1	-1	-3
CCOC(=O)C(Oc1ccc2c(-c3ccc(OC)cc3)cc(=O)oc2c1C)c1ccccc1 (stereo not drawn)	0	-2	13	4	-2	3	2	-1	-3
CN(C)C(=O)COc1ncnc2scc(-c3ccc(F)cc3)c12	-2	-4	3	-1	0	-12	0	18	2
CC(C)c1nc(=S)n(-c2ccccc2)[nH]1	5	4	-2	8	7	7	2	1	2
Cc1cccc(Nc2nnc(SCC(=O)NC(=O)Nc3ccc4c(c3)OCCO4)s2)c1	15	6	13	7	2	-9	5	7	-6
O=[N+]([O-])c1ccc(OCC(O)CN(C2CCCCC2)C2CCCCC2)cc1 (stereo not drawn)	-5	6	8	3	5	-8	-2	2	-5
COc1ccc(CN2C(=O)c3c(c(C)n(C)c3C)C2C(=O)NC2CCC(C)CC2)cc1 (stereo not drawn)	55	-6	0	0	1	-17	2	-5	1
CCc1ccc2oc(-c3cc(N)cc(C)c3O)nc2c1	36	2	15	2	4	-23	0	0	1
COc1ccccc1C(=O)OCn1nnc2ccccc2c1=O	-6	2	-13	-1	.	1	1	31	-7
O=C(COc1ccccc1F)N1CCN(S(=O)(=O)/C=C/c2ccccc2)CC1	11	-1	6	3	-3	-13	-1	-4	-8
CCNc1ccc(C(=O)O)cc1N	-5[fluorescence artefact?]	-4	6	-3	-4	-10	5	5	-5
O=C(NCC1CCN(c2ccc(S(=O)(=O)N3CCOCC3)cc2)CC1)c1cccc(Cl)c1	1	6	14	-1	2	-18	0	-3	4
CCC(C)C(NC(=O)c1ccc(Cl)cc1Cl)C(=O)O (stereo not drawn)	-7[fluorescence artefact?]	2	10	3	-2	-16	-1	3	-2
CCOC(=O)N1CCC(N2C(=O)c3ccccc3C2Nc2ccc(S(=O)(=O)N3CCOCC3)cc2)CC1 (stereo not drawn)	-3	-3	7	1	-3	.	-2	2	-5
O=C(CCc1n[nH]c(=O)[nH]c1=O)N/N=C/c1ccc(Br)o1	-11	-4	6	-1	-2	-2	0	25	-2
O=C(CSc1nc2ccc(Cl)cc2[nH]1)NCCc1ccccc1	-16	7	16	-1	-1	-17	-3	8	-3
O=C(CN1CCN(CC(=O)Nc2ccccc2F)CC1)Nc1ccc2c(c1)OCCO2	-4	-5	2	4	3	-7	3	24	-8
Nc1c(C(=O)c2ccco2)oc2ccccc12	1	28	28	30	4	25	11	4	25
COc1cc(-c2cc(-c3ccc(O)cc3)nc(N)c2C#N)ccc1O	-11	-6	2	.	1	-3	.	16	-2
O=C(O)c1cc2ncc(-c3[nH]ncc3[N+](=O)[O-])cn2n1	-2	4	13	0	-1	.	-2	12	0
c1ccc2c(Nc3nncs3)c3ccccc3nc2c1	-2	-4	3	17	2	0	9	26	-4
Cc1ccccc1C(OCCN(C)C)C1CCCCC1 (stereo not drawn)	21[fluorescence artefact?]	9	7	2	-2	-4	-2	2	-2
Cc1ccc(Nc2nc(C(=O)NCC3CCCO3)cs2)cc1 (stereo not drawn)	2	1	12	-1	-1	2	1	4	1
CCc1ccc(CN2C(=O)c3ccccc3C2C(=O)NCc2cccnc2)cc1 (stereo not drawn)	-6	-3	4	-3	0	-3	-1	26	-18
CC(=O)Nc1nonc1NC(C)=O	-5	9	18	3	-1	-20	-2	6	5
CCc1ccccc1NC(=S)N(CCN(C)C)C(C)c1cccnc1 (stereo not drawn)	27	-5	2	-7	-1	-21	1	-15	-1
CCOC(=O)c1nn(-c2ccccc2)c2nc(Nc3ccccc3)cc(=O)n12	16	-1	-5	0	4	8	2	31	-2
O=[n+]1cc(-c2ccccc2)n([O-])c2c1CCC2	10	2	7	-7	9.7*	-16	2	-1	-3
COc1ccc(/C=N/NC(=O)C(C)n2cnc3ccccc3c2=O)cc1 (stereo not drawn)	-3	-1	9	-2	-1	-9	48	4	-3
COc1ccc(CNC(=O)CCN2C(=O)c3ccncc3C2=O)cc1OC	4	-4	10	0	3	-3	2	19	-1

# Reformatted: entries from further up.
14-3-3 Bad inh	FXIa inh 1536	FXIIa inh	Runt-SMMHC FRET	Wee1 stabilizer	hK5 inh	Runt-CBFb FRET	Hck-Nef inh	thrombin 1536	Compound
16	-1	-5	0	4	8	2	31	-2	CCOC(=O)c1nn(-c2ccccc2)c2nc(Nc3ccccc3)cc(=O)n12
2	1	12	-1	-1	2	1	4	1	Cc1ccc(Nc2nc(C(=O)NCC3CCCO3)cs2)cc1 (stereo not drawn)

# The results go on:
mol	14-3-3 Bad inh	FXIa inh 1536	FXIIa inh	Runt-SMMHC FRET	Wee1 stabilizer	hK5 inh	Runt-CBFb FRET	Hck-Nef inh	thrombin 1536
Cc1cc(NCCC(C)C)n2nc(C)c(-c3ccccc3)c2n1	3	6	12	-1	-2	-26	-2	0	-4
CC(=O)/C(N=Nc1cccc(C(F)(F)F)c1)=C(\C)O	-12	1	10	-5	-2	4	-1	21	3
O=C(CSc1nc2nc3c(cc2c(=O)n1-c1ccccc1)CCCC3)Nc1ccccc1	35	17	11	-6	-4	4	-2	2	4
CCCCC(CC)CNC(=O)C(=O)c1ccccc1NC(C)=O (stereo not drawn)	-15	3	6	-1	-2	-10	-7	-2	-2
O=C(Oc1ccc(N(Cc2cccs2)C2=NS(=O)(=O)c3ccccc32)cc1)c1ccccc1Cl	1	11	20	-2	0	-6	1	15	5
CC(=O)Nc1ccc(SCC(=O)OCC(=O)NC(=O)NCc2ccco2)cc1	-5	5	13	4	3	2	-1	0	2
O=C(CSCc1nc2c(nnn2Cc2ccc(F)cc2)c(=O)[nH]1)Nc1cccc(C(F)(F)F)c1	-13	-2	7	-11	-4	1	-7	19	-10
CC1(C)Oc2ccc3ccc(=O)oc3c2C[C@H]1O	1	-2	6	2	.	-1	0	29	0
CC(=O)Nc1ccc(S(=O)(=O)Nc2nc3ccccc3s2)cc1	12	-3	15	-2	1	-3	0	2	1
CC(=O)c1cc(-c2ccc(F)cc2)n(CC(=O)NCc2cccs2)c1C	9[fluorescence artefact?]	-5	5	0	-3	-16	-3	-1	-7
NC(=O)Cc1ccc(C(=O)c2ccccc2)s1	-10	2	5	2	0	-170	0	27	-4
COc1cccc(-c2nc(N3CC(C)CC(C)C3)c3ccccc3n2)c1O (stereo not drawn)	11	2	0	1	6	10	-4	1	-4
C=CCN1C(=O)C(CC(=O)Nc2ccccc2)N(Cc2ccccn2)C1=S (stereo not drawn)	-13	1	11	4	-1	-11	2	28	-10
COc1cc(-c2nc3ccccn3c2/N=C/c2cccc(OC)c2O)ccc1O	-5	1	7	-14	2	7	1	15	5
